From PubChem
Insulin prom up = insulin promoter activators in MIN6 cells, imaging, high-content screening, mouse beta cells | MIN6 insulin promoter-GFP reporter; hits give high values | z-score at 5 µM | 0.3% of 190,000 active;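 active = z-score above 3 at 5 µM with at least 500 cells counted in the well; inconclusive = wells under 500 cells, flagged as cytotoxic or low count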
bCat nuc transl = modulators of beta-catenin nuclear translocation, primary screen, imaging, HeLa cells, immunofluorescence, high-content; nuclear translocation activity, % at 5 µM; 0.3% of 190,000 active; AID 1665, 2009;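 active = nuclear translocation activity above 50% at 5 µM, with a well cell count of 50 or more; inconclusive = wells under 50 cells across six images, flagged as toxic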;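 also: per-cell ratio of nuclear to cytoplasmic median beta-catenin stain intensity; plate controls were DMSO negative control for no effect and GSK-3 inhibitor IX positive control for full effect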
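Test system: human HeLa cells, native beta-catenin. Compound dosing: 5 µM primary single dose, 0.1% DMSO, 0.02–20 µM confirmation series. Incubation: compound exposure 24 h at 37°C. Detection: beta-catenin immunostaining with DAPI counterstain, 20x imaging, 6 fields/well. Read-out basis: Nuclear/cytoplasmic beta-catenin signal ratio, % activation.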
Dynein cargo inh = inhibitors of GR-EGFP nuclear translocation, primary screen, dynein cargo transport inhibitor project, imaging, high-content, 3617.4 mouse cells | 0.47% of 220,000 active | z-score, hits read low | test concentration mostly 20 µM; stimulated with dexamethasone, 1 µM; hits give low values;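 active = plate z-score of nuclear minus cytoplasmic receptor signal below a set negative limit, without overly bright fluorescence or cell loss, cut at about -3.5 in these data, passing the limit was not always enough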;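 also: z-score of nuclear minus cytoplasmic ring GR-EGFP intensity difference per well; some compounds called inactive have numbers as strong as hits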
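Buffer or medium: tet-free, stripped-serum medium; reagent: dexamethasone at 1.0 µM final, 30 min; incubation: 48 h induction, 1 h compound, 30 min dex at 37 °C; measured by: formaldehyde fixation, Hoechst nuclear stain, 10x automated fluorescence imaging; read-out: nuclear-to-cytoplasmic GR-EGFP distribution per well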
MT stabilizer = microtubule stabilizers in HeLa cells, primary screen, imaging, high-content imaging; AID 2205, 2009; HeLa tubulin immunostaining HCS, 24 h; share of cells brighter than vehicle mean+2SD; % tubulin-high responders, % at 10 µM; 0.83% of 200,000 active;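 active = plate Z-score above 3 for both tubulin-high and condensed-nucleus cell shares, with cell loss under 80%, at 10 µM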;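 also: anti alpha tubulin signal scored within the nucleus-defined area of each cell; some results filed as inactive read as strong as hits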
K1F lysis inhibition = inhibition of K1F phage lysis, E. coli UTI89, bacterial capsule biogenesis inhibitors, alamar blue (AID 488966); inhibition, % at 100 µM, or IC50 in µM where a hit was titrated; E. coli UTI89 K1F phage lysis, alamar blue, 2 h; higher % means a stronger effect; 0.02% of 340,000 active;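 active = phage lysis inhibition, versus mean bacterial control, above a set limit; inconclusive = no clear call, values can overlap the other calls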;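 also: capsule biogenesis inhibitors block K1F phage lysis so surviving cells raise fluorescence; higher fluorescence means more inhibition of phage lysis; actives were called in the ten point dose series up to 300 µM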
M17LAP inhibition = P. falciparum M17LAP inhibitors, primary screen, biochemical, fluorogenic H-Leu-NHMec substrate, 1536-well (AID 1619). 0.38% of 220,000 active. recombinant M17LAP, H-Leu-NHMec fluorogenic kinetic assay; higher % means a stronger effect. Leucine aminopeptidase (Plasmodium falciparum (isolate 3D7)). one-dose inhibition, % at 30 µM; IC50 in µM for titrated hits;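 active = compound inhibiting the enzyme by more than half at any dose during confirmatory dose-response retesting; inconclusive = strong single-dose inhibitors picked by rank but not retested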;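 also: plate controls were full reaction with DMSO carrier for no effect and no enzyme background for full effect; strong numbers were not always called active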
Autophagy mod = autophagy modulators in MEF cells, primary screen, imaging, high-content, MEF GFP-LC3. 0.98% of 190,000 active. calls only at 10 µM (by protocol). MEF GFP-LC3 puncta imaging; test concentration mostly 10 µM;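 active = percentage of spot-positive cells more than 3 SD above its plate mean, without a fluorescence outlier flag or 80% toxicity; inconclusive = no clear call, values can overlap the other calls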;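 also: spot-positive cell cutoff set from DMSO-treated cells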
CSM14.1 death rescue = rescue of cells from ER stress-induced death, primary screen, 384-well, CSM14.1, thapsigargin, ATP luminescence (AID 1222); CSM14.1 thapsigargin-induced death rescue, ATP luminescence; higher % means a stronger effect; cellular ATP content (survival), % at 20 µM; hits with a dose series show EC50 in µM; 190,000 tested, under 10 active;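 active = EC50 below 50 µM in the dose-response confirmation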;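 also: death triggered by thapsigargin at about 15 µM added after 2 h compound pretreatment; cell ATP read after overnight thapsigargin exposure of roughly 18 to 22 hours; normalized against plate controls of thapsigargin alone and 5% DMSO vehicle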
M1AAP inhibition = P. falciparum M1AAP inhibitors, biochemical, fluorogenic H-Leu-NHMec substrate, 1536-well (AID 1445); Aminopeptidase N (Plasmodium falciparum (isolate 3D7)); one-dose inhibition, % at 30 µM; IC50 in µM for titrated hits; recombinant M1AAP, H-Leu-NHMec fluorogenic kinetic assay; higher % means a stronger effect; 0.42% of 220,000 active;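 active = primary inhibition above the hit cutoff, then over 50% inhibition at one or more dose response concentrations, cut at about 23% in these data, passing the limit was not always enough; inconclusive = conflicting primary data, or primary hits not chosen for dose response; inactive = low primary inhibition, or under 50% at every dose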;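 also: plate controls were DMSO full reaction for no effect and no enzyme background for full effect; strong numbers were not always called active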
Dynein cargo inh cytoplasmic EGFP = further read-out of Dynein cargo inh, marked with its call; z-score; measured here: cytoplasmic GR-EGFP intensity; hits give high values
Dynein cargo inh nuclear GR-EGFP = second read-out of Dynein cargo inh, no call of its own (marks repeat the call); z-score; measured here: nuclear GR-EGFP intensity;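 lower value marks the stronger effect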
Dynein cargo inh cell count = also measured in Dynein cargo inh; calls as there; z-score; measured here: cell count per field
Insulin prom up cell count = recorded beside Insulin prom up, whose call it bears; cell count; measured here: cytotoxicity, nuclei count;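 total cells summed across four imaged fields per well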
bCat nuc transl cell count 5 µM = recorded beside bCat nuc transl, whose call it bears; cell count; measured here: cell count, cytotoxicity flag
MT stabilizer Hoechst-high % = also measured in MT stabilizer; calls as there; % Hoechst-high responders; measured here: nuclear condensation Hoechst responders;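 share of cells brighter than vehicle mean plus two SD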
MT stabilizer cytotoxicity % = also measured in MT stabilizer; calls as there; toxicity, %; measured here: cytotoxicity by cell density;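 0% = mean cell density of plate MIN control wells and 100% = no cells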
Autophagy mod cell loss 18 h = further read-out of Autophagy mod, marked with its call; toxicity, %; measured here: cell loss, nuclei count;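 cell loss after 18 h compound exposure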
Numbers without * were called inactive; i = inactive; u = inconclusive; x = no result given; [ ] = another dose, or the depositor's remark.

SMILES	bCat nuc transl	M17LAP inhibition	MT stabilizer	Dynein cargo inh cell count	Dynein cargo inh nuclear GR-EGFP	Insulin prom up cell count	Autophagy mod	Insulin prom up	MT stabilizer cytotoxicity %	Autophagy mod cell loss 18 h	Dynein cargo inh	CSM14.1 death rescue	M1AAP inhibition	MT stabilizer Hoechst-high %	Dynein cargo inh cytoplasmic EGFP	K1F lysis inhibition	bCat nuc transl cell count 5 µM
Cc1c(/C=N/NC(=O)C(NC(=O)c2ccc3c(c2)OCO3)C(C)C)c2ccccc2n1C (stereo unspecified)	-1.2	15%	4.7	-2.1	1.5	1100	i	-0.16	8.9	-4	2.6	-3.7%	11%	3.2	-0.068	1.4%[50 µM]	880
O=S(=O)(Nc1ccc(O)c(Sc2nc3ccccc3s2)c1)c1ccc(Cl)cc1	1.8	0%	1.6	0.41	-0.25	1479	i	-0.53	7.4	4	-0.27	-1.6%	0%	1.7	-0.2	0.4%	1439
Cc1ccc2[nH]c3c(N4CCN(Cc5ccccc5)CC4)ncnc3c2c1	-3.5	-2%	5.4	-0.79	0.22	x	i	x	9.4	19	-0.25	0.4%	12%	2.7	0.34	0.1%	1107
O=C(O)c1ccc(NCc2ccc3c(c2)OCO3)cc1	x	15%	1.9	0.41	-0.22	504	i	0.76	3.5	-5	-0.74	-0.2%	3%	1.7	-0.21	-3.7%	x
FC(F)(F)c1cc(-c2ccco2)nc2ncnn12	1.4	-30%	3.3	0.4	-0.37	1201	i	1.2	6.2	-7	0.025	1.0%	9%	2.6	-0.33	1.1%[50 µM]	468
COc1ccc(-c2cn(-c3ccc(Cl)cc3)c3[n+]2CCCCC3)cc1	1.2	-1%	x	-0.74	0.67	x	x	u	x	x	1.3	x	11%	x	-0.079	-1.4%	1280
O=C(NC1CCN(Cc2ccccc2)CC1)c1ccc(Oc2cc(Cl)cc(Cl)c2)o1	-3.7	2%	x	-1.1	0.15	1390	x	-0.41	x	x	0.37	x	4%	x	0.045	0.2%	1242
CCC(=O)Nc1cc(NC(=O)CSc2ncc(-c3ccc(F)cc3)n2Cc2ccco2)ccc1C	-2.7	-4%	6.1	0.13	-0.12	1125	i	-1	8.3	-5	-0.76	3.5%	6%	4.8	-0.17	1.7%	919
COc1cc(/C=C2\SC(=O)N(c3ccccc3Cl)C2=O)cc([N+](=O)[O-])c1O	-1.3	52%	3.7	-0.14	0.05	1519	i	0.23	5.6	21	-0.15	-0.5%	66µM*	1.9	-0.28	-1.0%	998
CCCCCCn1c(=O)c(-c2ccccc2)c(O)c2ccccc21	-2.7	9%	1.1	-1.1	0.36	x	i	x	8.3	9	0.52	-1.1%	11%	1.3	-0.13	-0.2%	1199
CC(=O)N1CCN(S(=O)(=O)c2cccc(C(=O)Nc3nccs3)c2)CC1	-4.9	7%	1.4	0.76	-0.5	1597	i	0.4	7.2	-1	-0.51	-1.3%	5%	2.0	-0.4	0.2%	1097
COc1ccc(C2(C(=O)Nc3ccccc3)CCOCC2)cc1	-0.4	4%	2.4	-0.93	0.4	1261	i	-0.28	6.2	-1	0.68	1.0%	2%	2.7	-0.25	2.3%	538
Nn1c(SCC(=O)N2CCCc3ccccc32)nnc1-c1ccc(Cl)cc1	-0.6	-6%	4.6	-0.37	0.062	1332	i	0.55	9.7	-10	0.11	x	-4%	1.5	-0.4	1.7%	902
COc1ccc2[nH]c(C(=O)Nc3ccc(C)c(F)c3)cc2c1	-6.2	-1%	x	0.71	-0.23	1360	x	0.08	x	x	0.14	x	5%	x	-0.3	-1.1%	1193
O=C1NCCNC(=O)c2ccccc2OCCOc2ccccc21	0.3	3%	2.0	0.26	-0.47	1321	i	-0.02	4.6	19	-0.67	3.5%	10%	2.4	-0.23	-0.7%	602
COc1ccc(CCNC(=O)C2CC3Cn4c(nc5cc(Cl)c(Cl)cc54)C3N2C)cc1 (stereo unspecified)	-1.2	8%	x	-0.55	0.16	1084	x	-0.67	x	x	0.0078	x	16%	x	-0.78	-1.2%	1327
O=C(NCc1ccco1)c1ccc(Br)c(S(=O)(=O)N2CCCCC2)c1	-4.1	12%	3.6	0.12	-0.38	1072	i	-0.45	3.9	12	-0.59	1.2%	4%	2.7	-0.33	1.8%	1070
COc1cccc(/C(O)=C2/C(=O)C(=O)N(Cc3ccco3)C2c2ccncc2)c1 (stereo unspecified)	x	28%	3.8	0.44	-0.33	x	i	x	4.6	17	-0.36	0.8%	5%	1.9	-0.098	1.1%	x
O=C(NCc1cccnc1)c1ccc(COc2ccccc2Cl)o1	1.4	8%	2.9	0.77	-0.19	1546	i	-0.07	4.0	0	0.19	-0.6%	15%	1.6	-0.27	0.1%	1445
O=C(NC1c2ccccc2-c2ccccc21)N1CCCCC1	1.7	4%	1.2	0.16	-0.018	1264	i	0.06	6.7	6	0.43	-1.0%	-3%	1.4	-0.22	-0.1%	1189
Cc1oc(-c2cccc(C(F)(F)F)c2)nc1CN1CCOCC1	-1.1	2%	1.2	-1.9	0.35	1706	i	0.54	8.0	3	1.4	-0.5%	6%	2.5	0.03	0.3%	1082
CCn1cc(-c2nnnn2-c2ccc(Cl)cc2)c(=O)c2ccccc21	-0.7	9%	1.9	0.66	0.39	1574	i	0.03	7.7	-34	-0.18	-1.1%	3%	1.8	-0.19	0.2%	1315
Cc1cc(=O)[nH]c(COc2ccccc2)n1	-3.4	11%	6.0	-0.081	-0.16	1176	i	0.36	11	-14	-0.38	-2.0%	0%	2.8	-0.33	0.2%	1417
O=C(CN1CCN(Cc2ccccc2Cl)C1=O)NCc1ccccn1	0.7	0%	x	0.43	0.55	1115	x	0.34	x	x	0.28	x	3%	x	-0.22	2.4%[50 µM]	1295
O=C1NN(c2ccccc2)C(=O)/C1=C\c1cccn1-c1ccc(Cl)c([N+](=O)[O-])c1	x	-3%	2.0	0.32	0.24	948	i	-0.59	10	1	-0.14	-0.9%	5%	1.6	-0.16	4.7%	x
Cc1ccc(-n2c(SCC(=O)Nc3ccc4c5c(cccc35)CC4)nc(O)cc2=O)cc1	x	27%	2.7	-0.11	0.037	1298	i	0.37	3.4	3	-0.14	-1.6%	10%	2.5	-0.32	-0.1%	x
CCOC(=O)CCCc1ccc(/C(C)=N/NC(N)=S)cc1	0.7	-4%	x	0.75	-0.12	730	x	1	x	x	-0.9	x	3%	x	-0.18	3.4%	1248
Cc1ccc(C2(O)CN(c3ccccc3)C3=[N+]2CCS3)cc1 (stereo unspecified)	-0.2	6%	3.7	0.29	-0.23	1443	i	-0.23	8.7	3	-0.039	0.1%	3%	2.0	-0.23	11%	1119
CC(C)C(NC(=O)C(Cc1ccccc1)NC(=O)OCc1ccccc1)C(=O)O (stereo unspecified)	0.3	43%	1.5	-0.62	0.68	x	i	x	2.4	-1	0.98	-0.9%	-10%	0.4	-0.23	-0.7%	1038
OCCC1CN(Cc2nc3ccccc3[nH]2)CCN1C1CCCC1 (stereo unspecified)	0.4	x	4.0	0.79	0.33	1479	i	-0.33	11	-4	-0.28	-0.1%	x	2.1	-0.31	0.4%	1046
CCCOc1ccc(CNC(=O)Cn2ncc3ccccc32)cc1	-0.2	5%	x	0.075	0.28	881	x	0.61	x	x	-0.21	x	0%	x	-0.097	0.1%[50 µM]	1346
COc1ccccc1-n1c(SCC(=O)NC2CCS(=O)(=O)C2)nc2cc([N+](=O)[O-])ccc21 (stereo unspecified)	1.9	12%	2.2	0.29	0.34	1420	i	-0.06	7.3	8	0.35	0.9%	10%	2.8	-0.16	2.8%	1103
N#CC1=C(N)NC(=S)C(C(N)=O)C1c1ccccc1F (stereo unspecified)	-0.4	6%	x	0.19	-0.13	x	x	x	x	x	-0.39	x	0%	x	-0.26	1.1%	1246
